Bioassay records deposited in PubChem by Sanford-Burnham Center for Chemical Genomics.
tim23-1 inh – growth inhibitors of tim23-1 mutant yeast, primary screen, luminescence, uHTS. S. cerevisiae tim23-1 growth, BacTiter-Glo luminescence, 24 h. inhibition, % at 20 µM. 1.3% of 330,000 active. AID 463212, 2010;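 active = growth inhibition of the mutant yeast at or above 50%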;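 note: temperature-sensitive mutant grown at 25 °C; plate controls were DMSO-treated mutant yeast for no effect and medium wells lacking yeast for full effect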
NLRP3 yeast inh – NALP3 inflammasome inhibitors in reconstituted yeast, primary screen, luminescence, uHTS; Yeast reconstituted NLRP3/ASC/caspase-1, beta-gal luminescence, 24 h; 0.39% of 330,000 active; inhibition, % at 10 µM; AID 2825, 2010;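 active = inhibition of 50% or more; inactive = inhibition below 50%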;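 note: plate controls were induced DMSO wells for no effect and uninduced yeast grown without galactose for full effect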
TIM10 inh – growth inhibitors of isogenic TIM10 control yeast, primary screen, counter-screen for tim10-1 yeast inhibitor project, luminescence, uHTS; S. cerevisiae TIM10 strain growth, BacTiter-Glo luminescence, 24 h; AID 463195, 2010; inhibition, % at 10 µM; 1.4% of 330,000 active;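 active = inhibition of 40% or more at the single tested concentration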;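 note: wild-type TIM10 isogenic control strain grown at permissive 25 °C; 0% = DMSO yeast wells and 100% = minimal medium wells without yeast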
GRIN3A LBD mod – binders of NR3A ligand-binding domain, primary screen, biophysical, differential scanning fluorimetry, uHTS; NR3A LBD differential scanning fluorimetry, Tm shift; 0% = protein alone, 100% = glycine-bound protein; Glutamate receptor ionotropic, NMDA 3A (GRIN3A) ligand-binding domain; AID 1259313, 2017; Tm shift relative to glycine control, % at 25 µM; 2.5% of 340,000 active;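 active = melting temperature shift of at least 10% of the positive control shift, at one fixed dose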
APJ agonist – agonists of human apelin receptor APJ, primary screen, CHO-K1 cells, PathHunter beta-arrestin, luminescence; 0.11% of 330,000 active; AID 2520, 2010; activation, % at 20 µM; 0% DMSO wells, 100% apelin;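 active = activation more than six SD over the plate average, tested at 20 µM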;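 note: 0% = DMSO alone and 100% = apelin-13 at 10 nM; some results filed as inactive read as strong as hits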
Target sequence (P35414 whole entry, looked up): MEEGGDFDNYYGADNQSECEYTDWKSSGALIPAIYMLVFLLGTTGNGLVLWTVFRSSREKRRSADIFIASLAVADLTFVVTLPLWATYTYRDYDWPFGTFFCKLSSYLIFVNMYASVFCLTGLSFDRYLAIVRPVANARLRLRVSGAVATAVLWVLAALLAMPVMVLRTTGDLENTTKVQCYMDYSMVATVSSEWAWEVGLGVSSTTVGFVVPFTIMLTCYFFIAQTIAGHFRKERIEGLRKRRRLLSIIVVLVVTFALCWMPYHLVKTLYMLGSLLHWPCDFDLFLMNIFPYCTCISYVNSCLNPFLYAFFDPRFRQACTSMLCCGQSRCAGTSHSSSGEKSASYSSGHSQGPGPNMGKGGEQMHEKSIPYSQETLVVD
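Assay system: engineered CHO-K1 APJ arrestin reporter cells; Amount: 1000 CHO-K1 reporter cells seeded per well; Dosing: one dose, 20 µM compound, 1% DMSO; Times: compound stimulation 90 min at 25 °C, detection 60 min; Measured by: luminescent beta-gal fragment complementation, chemiluminescent substrate; Read-out: APJ–arrestin association signal; Controls: DMSO vs Apelin-13 10 nM.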
APJ antagonist – antagonists of human apelin receptor APJ, primary screen, CHO-K1 cells, beta-arrestin complementation, luminescence | P35414 | 0.32% of 330,000 active | inhibition, % at 20 µM;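 active = inhibition above about 40% at 20 µM, limit read from the data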;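 note: cells challenged with 10 nM apelin-13 agonist together with compound; plate controls were apelin-13 plus DMSO wells for no effect and DMSO wells lacking apelin-13 for full effect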
MIN6 prolif – inducers of MIN6 beta-cell proliferation, primary screen, ATP luminescence, uHTS; MIN6 cells proliferation, ATPlite luminescence, 48 h; cells starved in 0.2% serum; 100% = growth in 10% serum; proliferation, % at 10 µM; 0.29% of 330,000 active;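 active = compounds whose signal lies at least 3.5 SD above the mean of all wells on their plate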;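 note: 0% = DMSO-treated cells in low-serum medium and 100% = 10% serum control; some compounds called inactive have numbers as strong as hits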
tim10-1 inh – growth inhibitors of tim10-1 mutant yeast, primary screen, luminescence, uHTS; inhibition, % at 20 µM; S. cerevisiae tim10-1 ts strain growth, BacTiter-Glo, 24 h; 2.2% of 330,000 active; AID 463190, 2010;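 active = inhibition of at least 40%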;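 note: mutant grown at 25 °C; 0% = DMSO wells with yeast and 100% = wells holding no yeast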
MPTP block – mitochondrial permeability transition pore inhibitors, primary screen, biochemical, isolated mouse mitochondria, absorbance; Ca2+ swelling absorbance, 30 min; inhibition, % at 10 µM; 1.4% of 360,000 active;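 active = inhibition of 50% or more, scaled per plate between neutral and stimulator controls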;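 note: 0% = DMSO wells given calcium and 100% = 1 mM EGTA wells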
* marks the source's active call; other numbers are inactive results.

mol	tim23-1 inh	NLRP3 yeast inh	TIM10 inh	GRIN3A LBD mod	APJ agonist	APJ antagonist	MIN6 prolif	tim10-1 inh	MPTP block
Cc1cc(Nc2nnnn2-c2ccccc2)n(-c2ccccc2)n1	24	14	1	2	-4	12	2	38	0.3
COc1cc(=O)[nH]c(=O)n1C(=O)Cc1ccccc1	15	10	3	1	-3	1	1	7	-1.7
CC(C)(C)NS(=O)(=O)c1ccc(CCC(=O)NCc2ccco2)cc1	13	5	15	0	-4	16	2	20	-0.1
Cc1ccnc(NC(=O)Nc2cccc(F)c2)n1	11	21	11	-1	-2	3	-1	9	-0.4
O=C(NCCc1ccccc1)c1ccccc1[N+](=O)[O-]	-3	3	4	1	-1	19	-3	3	0.9
COC(=O)c1ccc(CNC(=O)COC(=O)Cc2ccsc2)cc1	11	5	6	-2	-3	-17	-1	0	-1.3
COC(=O)Nc1ccc2c(c1)N(C(=O)CCN(C)C)c1ccccc1CC2	-14	9	0	4	0	-3	-2	1	0.4
CCC(CC)N1CCN(Cc2nc3ccc([N+](=O)[O-])cc3c(=O)n2-c2ccccc2F)CC1	2	24	17	0	-3	-6	-3	15	0.2
O=C(Cn1nnc(-c2ccccc2)n1)NCC(=O)Nc1ccc(F)c(F)c1F	-14	3	-8	-1	1	-7	-3	-13	-2.0
CCC(=O)N(CC)C1=C(O)c2ccccc2C(=O)C1=O	25	9	15	-1	8	-57	-6	30	0.9
COc1ccc(/C=C/C(=O)NC(=S)N2CCSCC2)cc1	-4	13	14	-2	-3	8	1	10	-0.2
O=C(CCC(=O)c1ccc(F)cc1)Nc1cc(Cl)cc(Cl)c1	5	17	7	-5	-1	13	0	7	-1.8
Cc1ccc(NC(=O)COC(=O)CCC(=O)c2cccs2)c(C)c1	8	10	16	-1	-3	5	2	16	0.4
O=C(c1ccc(S(=O)(=O)N2CCCC2)cc1)N1CCCCCC1	15	3	-12	0	-2	10	0	11	1.9
COc1ccc(OC)c(NC(=O)Nc2ccc3c(c2)CCC3)c1	24	44	25	5	6	14	-1	16	1.0
Cc1ccccc1OCC(=O)OCC(=O)Nc1cc(C(F)(F)F)ccc1N1CCOCC1	0	9	14	-19	-4	7	-2	19	0.9
O=C(Nc1cccnc1)C1CCN(S(=O)(=O)c2cccc3nonc23)CC1	4	12	8	-1	-4	6	0	-1	-0.6
N#C/C(=C(/O)COC(=O)CSc1ccc2ccccc2c1)c1nc2ccccc2[nH]1	-5	11	1	20*	-1	11	0	3	0.1
Cc1ccc(CSCC(=O)Nc2c(C)n(C)n(-c3ccccc3)c2=O)cc1	8	1	9	-1	-2	-4	3	14	-0.9
COc1ccc(OC)c(-c2nnc(SCC(=O)N3CCCC3)o2)c1	4	26	-2	5	-1	12	0	-1	-0.9
c1cncc(CNc2ncnc3sc4c(c23)CCC4)c1	-2	-4	-13	1	-2	-1	-1	-15	-2.8
CCOC(=O)N1CCC(NC(=O)c2cc3c(-c4cccc(OC)c4)nn(C)c3s2)CC1	20	6	-5	1	5	6	0	9	-0.6
COc1cc(N(Cc2ccccc2)Cc2ccccc2)c2ncn(C(C)C)c2c1	21	11	5	5	-4	12	-7	17	4.6
C=C1CCN([C@@H](CC(C)C)C(=O)N2CCOCC2)S(=O)(=O)c2ccccc21	9	13	2	0	-5	5	0	10	-2.0
N#C/C(=C(/O)c1ccc(C(=O)c2ccccc2)cc1)c1nc2ccccc2[nH]1	-15	5	1	0	-5	20	-2	1	4.9
Cc1cc(=O)oc(C)c1C(=O)NCc1ccccc1	9	8	-4	0	-4	15	-2	11	0.7
O=C(CN1C(=O)C2C3C=CC(C3)C2C1=O)OCC(=O)c1ccccc1 (stereo not drawn)	6	5	-2	-1	2	8	-4	8	0.0
NC(=O)c1c(NC(=O)CN2C(=O)NC(Cc3ccccc3)C2=O)sc2c1CCC2 (stereo not drawn)	6	1	-1	-1	-6	4	1	8	1.0
COc1ccccc1NC(=O)c1sc2ncn(Cc3ccc(C)cc3)c(=O)c2c1C	1	-13	-2	-1	2	-14	-4	-1	0.0
Nc1ncc(CN2CCCC(C(=O)Nc3ccc(-c4ccco4)cc3)C2)cn1 (stereo not drawn)	12	1	-11	-1	-4	0	4	15	-0.6
Cc1ccc(NC(=O)CSc2ccc(C(N)=O)cc2[N+](=O)[O-])cc1	12	-1	11	25*	-2	8	3	5	-0.5
Cc1ccc2c(c1)sc(C)[n+]2CCCS(=O)(=O)[O-]	-3	8	-3	-1	-2	13	-1	-9	-5.8
CCCn1c(SCC(=O)N2c3ccc(F)cc3CCC2C)nnc1-c1ccccn1 (stereo not drawn)	-2	15	-23	6	2	7	-1	-10	1.0
O=C(Nc1ccc2c(c1)OC1(CCCC1)O2)C1CC1	21	28	14	2	-3	-17	1	14	1.9
O=C(NC1CCCC1)c1cc(-c2ccccc2)nc2ccccc12	23	10	8	2	-2	13	1	11	1.0
CSc1ccccc1NC(=O)c1cc(C2CC2)on1	15	10	7	-2	3	1	1	18	0.1
CC1CN(C(=O)CCc2cc(C(C)(C)C)c(O)c(C(C)(C)C)c2)CC(C)O1 (stereo not drawn)	33	-19	23	1	0	-18	-7	28	3.1
O=C(Nc1ccnn1C1CCN(C2CCCCC2)CC1)c1ccccc1	0	15	3	0	-7	-33	-4	3	0.1
CCC1=Nc2ccccc2-c2nnc(SC)nc2O1	-3	10	-4	4	1	12	4	-7	-4.8
Cc1ccc(NC(=O)C(C)Sc2nnc(-c3cccnc3)n2-c2ccccc2)cc1 (stereo not drawn)	21	10	3	2	-4	0	0	7	-0.5
N/C(Cc1cccc2ccccc12)=N\OC(=O)Cc1cccs1	35	6	49*	-2	1	-19	0	38	0.4
O=C(O)c1ccccc1NS(=O)(=O)c1ccc(NN=Cc2ccc(F)cc2)c([N+](=O)[O-])c1	22	28	0	12*	-5	23	-6	11	32
O=C(NC1CCCCC1)C(c1ccc(F)cc1)N(Cc1ccco1)C(=O)CN1C(=O)c2ccccc2S1(=O)=O (stereo not drawn)	-6	6	14	-8	-1	3	2	1	0.8
Nc1c(C(=O)NCCc2ccccc2)nnn1Cc1ccccc1	5	19	0	0	-3	-1	-4	0	0.4
CC(=O)C(Sc1nccc(-c2cccs2)n1)C(C)=O	35	39	-1	-2	1	2	-2	17	-4.3
CC(=O)c1ccc(C(=O)NC2CC(C)(C)Cc3c2cnn3-c2ccccc2)cc1 (stereo not drawn)	26	27	0	-2	3	11	-1	24	-0.9
Cc1ccc2[nH]c(=O)c(CN(Cc3cccnc3)C(=S)NCCCN(C)C)cc2c1	6	-7	0	0	-3	9	-2	-2	-4.1
CCOc1ccc(-c2nnc3n2N=C(c2ccc(OC)cc2)CS3)cc1	-2	11	9	3	-2	-1	2	3	7.0
COC(=O)c1cn(C(=O)c2ccc(Cl)cc2)c2ccccc12	23	7	16	0	-1	-9	-3	16	2.4
COc1ccc(CNC(=O)C(c2ccc(C)o2)N(Cc2cccs2)C(=O)Cc2cccs2)cc1 (stereo not drawn)	31	-1	16	0	-1	-4	-3	35	-1.7
COc1ccc2cc3cc(C(=O)NC(C)C)oc3nc2c1	21	12	30	1	-3	6	-1	16	0.5
CC1(C(=O)NNC(=O)C2CCCCC2)CC1(Cl)Cl (stereo not drawn)	4	9	4	0	-2	3	0	-8	2.1
Cc1ccc(CN2CCN(/N=C/c3cc(Br)ccc3O)CC2)cc1	-8	26	-26	-2	-2	-4	-5	6	4.0
CC1(C)CC2(CC(c3ccccc3F)c3ccc(O)c(O)c3O2)NC(=S)N1 (stereo not drawn)	-2	26	-2	7	-4	-15	-5	12	-1.3
CCOc1ccc(CNC(=O)C2CC(=O)N(C3CCCC3)C2)cc1OC (stereo not drawn)	12	-7	13	1	-1	10	-3	9	-1.3
CC1(C)CC(=O)C(C(O)c2ccccc2)C(C)(C)N1 (stereo not drawn)	6	17	2	-4	-2	-5	-4	6	-0.4

The list goes on:
mol	tim23-1 inh	NLRP3 yeast inh	TIM10 inh	GRIN3A LBD mod	APJ agonist	APJ antagonist	MIN6 prolif	tim10-1 inh	MPTP block
Cc1ccc(C)c2[nH]c(=O)c(CCNC(=O)c3ccc(S(=O)(=O)N4CCCC4)cc3)cc12	4	12	4	0	2	-10	-1	-2	-1.4
Cc1onc(-c2c(F)cccc2Cl)c1C(=O)Nc1nc2c(s1)CCCC2	16	16	22	-4	-2	-13	-2	19	0.8
O=C(Nc1ccc(-c2cn3ccsc3n2)cc1)c1ccc(F)c(S(=O)(=O)N2CCOCC2)c1	-2	-6	9	25*	13	-14	-3	-8	5.5
Cc1ccc(C)c(-n2c(-c3csc(C)c3)n[nH]c2=S)c1	22	20	22	1	1	9	6	38	-0.8
CCOC(=O)C1CCN(S(=O)(=O)c2ccc3[nH]c(=O)c(=O)[nH]c3c2)CC1	6	-10	-13	1	-1	-1	4	2	1.5
Cn1c(CO)nc2cc(N)ccc21	1	2	-11	-2	2	-19	-3	-20	1.4
CC(C)c1ccc(NS(=O)(=O)c2ccc(N3C(=O)CCC3=O)cc2)cc1	5	19	16	4	3	-9	-2	11	7.8
CC(C)CN1CC(=O)N2C(c3ccccc3)c3[nH]c4ccccc4c3C[C@H]2C1=O (stereo partly drawn)	8	7	10	0	2	2	1	21	2.6

Complete entries, quoted from the list. Order of screens: tim23-1 inh	NLRP3 yeast inh	TIM10 inh	GRIN3A LBD mod	APJ agonist	APJ antagonist	MIN6 prolif	tim10-1 inh	MPTP block
Listed for `CCCn1c(SCC(=O)N2c3ccc(F)cc3CCC2C)nnc1-c1ccccn1` (stereo not drawn) → -2	15	-23	6	2	7	-1	-10	1.0
Listed for `CC(=O)C(Sc1nccc(-c2cccs2)n1)C(C)=O` → 35	39	-1	-2	1	2	-2	17	-4.3

Continued.
mol	tim23-1 inh	NLRP3 yeast inh	TIM10 inh	GRIN3A LBD mod	APJ agonist	APJ antagonist	MIN6 prolif	tim10-1 inh	MPTP block
N#Cc1c(C(F)(F)F)cc(-c2ccccc2)n(N)c1=O	4	2	16	1	-3	-1	-4	-2	0.2
NC(=S)c1ncc(C(F)(F)F)cc1Cl	4	-2	7	-1	-6	-3	0	2	0.5
COc1ccc(-n2c(=O)c3ccccc3n(CC(=O)NCC3CCCO3)c2=O)cc1 (stereo not drawn)	9	0	-9	-2	-1	8	0	4	-0.8
Cc1ccc(C(=O)N2CC(=O)Nc3ccccc32)o1	5	8	13	-5	2	0	0	31	-1.2
Cc1cccc(C(=O)O[C@H]2[C@H](C)NS(=O)(=O)[C@H]3CC4C=C[C@]23O4)c1	7	7	1	0	-1	6	-3	10	-0.4
COc1ccc(C(=S)N2CCCC2)cc1OC	7	1	7	1	4	10	0	3	0.1
CN(CCc1ccccc1)C(=O)c1ccc(NC(=O)Cc2ccc([N+](=O)[O-])cc2)cc1	5	21	-8	-13	-1	-4	-1	3	2.5
CCOc1ccc(OCC)c(NC(=O)CSc2nnc(C3CC3)n2CC)c1	20	7	4	-2	1	19	0	1	-0.5
